From PubChem BioAssay
Pf Dd2 growth: qHTS Primary assay for Inhibitors of Plasmodium falciparum Dd2 growth in vitro | P. falciparum Dd2 growth, SYBR Green, 72 h | Potency, µM (highest dose often 28.9 µM), without a hit: top-dose activity, negative = inhibition, hits mostly inhibitors | hit rate 4.3% among 120,000; active = well fitted inhibition curve with a large enough effect; inconclusive = small, poorly fitted or top-dose-only effect; inactive = no such curve, though single readings can be large or run the other way;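 also: plate controls were DMSO vehicle for no effect and reference drug for full effect; nearly all actives have a fitted effect of over 65% in size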
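Infected erythrocytes (Dd2, 0.3% parasitemia, 2.5% hematocrit final) are added to compound in RPMI-1640/Albumax II medium, grown 72 h at 37C in low oxygen, then lysed with saponin/Triton-X containing SYBR Green and read by fluorescence.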
Starred values were filed as active, the others as inactive; i = inactive; ? = inconclusive; & = joins results of further samples; [ ] = remark or other dose. Potency is read from the fitted curve at half-maximal effect.

A first look (14 entries):
SMILES | Pf Dd2 growth
O=S(=O)(Cc1ccccc1)N1CCCC(Cc2noc(-c3cnccn3)n2)C1 (configuration not stated) | ?
COCc1noc([C@@H]2CN(Cc3ccccc3F)C[C@H]2COC)n1 | 22%
CCOC(=O)CCNC(=O)N1CCc2c(nc(-c3ccc(F)cc3)[nH]c2=O)C1 | -21%
O=C(NCCN1CCCCC1)[C@H]1C[C@@H](O)[C@H](O)[C@@H]2N=C(Nc3ccc4c(c3)OCO4)S[C@@H]21 | -9%
O=C(NC(C(=O)NCc1ccccc1)C1CCN(C(=O)c2ccc(F)cc2)CC1)c1ccccc1 (configuration not stated) | i
Cc1cc(C)c(NC(=O)Cn2c(=O)n(Cc3ccc4c(c3)OCO4)c(=O)c3ccc(C(=O)NC4CCCCC4)cc32)c(C)c1 | 11%
Cc1ccc(C(C)C)c(OCC(=O)Nc2ccc(S(=O)(=O)Nc3onc(C)c3C)cc2)c1 | -4%
Cc1ccccc1-n1c2nc(=O)[nH]c(=O)c-2cc2c(Cl)cccc21 | 48%[activator]
COc1ccc(Cl)cc1NC(=O)CCC1CCCN(C(=O)c2ccnn2C)C1 (configuration not stated) | ?
CCc1cc(CN(C)C(=O)c2oc3cc(OC)ccc3c2C)on1 | ?
O=C1NC2(CCCN(C(=O)c3ccc(C(F)(F)F)cc3)C2)COc2ccccc21 (configuration not stated) | -2%
CCOc1ccccc1NC(=O)NCCc1ncc(C)n1CCOC | -8%
COC[C@]1(O)CCN(C(=O)c2ccccc2C(F)(F)F)CC1(C)C | -9%
CN1CCC2(Cc3ccccc3CN(C(=O)Cc3cccc(Cl)c3)C2)C1 (configuration not stated) | ?

Results, repeating the preview:
SMILES | Pf Dd2 growth
O=S(=O)(Cc1ccccc1)N1CCCC(Cc2noc(-c3cnccn3)n2)C1 (configuration not stated) | ?
COCc1noc([C@@H]2CN(Cc3ccccc3F)C[C@H]2COC)n1 | 22%
CCOC(=O)CCNC(=O)N1CCc2c(nc(-c3ccc(F)cc3)[nH]c2=O)C1 | -21%
O=C(NCCN1CCCCC1)[C@H]1C[C@@H](O)[C@H](O)[C@@H]2N=C(Nc3ccc4c(c3)OCO4)S[C@@H]21 | -9%
O=C(NC(C(=O)NCc1ccccc1)C1CCN(C(=O)c2ccc(F)cc2)CC1)c1ccccc1 (configuration not stated) | i
Cc1cc(C)c(NC(=O)Cn2c(=O)n(Cc3ccc4c(c3)OCO4)c(=O)c3ccc(C(=O)NC4CCCCC4)cc32)c(C)c1 | 11%
Cc1ccc(C(C)C)c(OCC(=O)Nc2ccc(S(=O)(=O)Nc3onc(C)c3C)cc2)c1 | -4%
Cc1ccccc1-n1c2nc(=O)[nH]c(=O)c-2cc2c(Cl)cccc21 | 48%[activator]
COc1ccc(Cl)cc1NC(=O)CCC1CCCN(C(=O)c2ccnn2C)C1 (configuration not stated) | ?
CCc1cc(CN(C)C(=O)c2oc3cc(OC)ccc3c2C)on1 | ?
O=C1NC2(CCCN(C(=O)c3ccc(C(F)(F)F)cc3)C2)COc2ccccc21 (configuration not stated) | -2%
CCOc1ccccc1NC(=O)NCCc1ncc(C)n1CCOC | -8%
COC[C@]1(O)CCN(C(=O)c2ccccc2C(F)(F)F)CC1(C)C | -9%
CN1CCC2(Cc3ccccc3CN(C(=O)Cc3cccc(Cl)c3)C2)C1 (configuration not stated) | ?
Cc1ccc(-c2nc(CC(=O)Nc3ccc4c(c3)C(=O)N3CCC[C@H]3C(=O)N4)cs2)cc1 | ?
Cc1ccc2c(c1)N1C(=O)OC[C@@H]1CCN(C)C2 | i
COC(=O)c1ccccc1NC(=O)C1=CC(c2cccs2)=NS(=O)(=O)N1C | 3%
C=CCOc1cccc(C(=O)N2CC[C@@](O)(C3CCOCC3)[C@H](C)C2)c1 | 5%
COc1cc2c(cc1OCc1ccc(Cl)cc1)N(Cc1ccccc1)CC21CCN(C(C)=O)CC1 | i
CCOC(=O)c1ccc(NC(=O)c2ccc3c(c2)c(C)c(C)n3Cc2ccc(F)cc2)cc1 | ?
CCN(C(=O)CSc1nc2ccccc2n1Cc1ccc(F)cc1Cl)c1ccccc1 | ?
Cc1ccc(-n2cc(CN3CCC(CCO)CC3)c(-c3cccc(C)c3)n2)cc1 | 10µM*
C/C=C/CN1C[C@@H](NC(=O)c2cccc(N(C)C)c2)C[C@H]1C(=O)NCC | -9%
COc1ccc(C(=O)N2CC[C@@H]3COCCN(Cc4cccnc4)[C@@H]3C2)c(OC)c1 | -2%
CC(C)CN1C(=O)c2cccn2CC1C(=O)NCC1CCN(Cc2cccc(F)c2)CC1 (configuration not stated) | ?

Following part.
SMILES | Pf Dd2 growth
COCCC1(NS(C)(=O)=O)CCN(C(=O)c2ccc(C)nc2)CC1 | 0%
O=C(NCc1nnc2ccc(-c3ccccc3)nn12)c1ccccc1Cl | -15%
COc1ccccc1OCCCn1c(C2CC(=O)N(c3ccc(F)cc3)C2)nc2ccccc21 (configuration not stated) | ?
CN(C)C(=O)c1ccnc2[nH]ccc12 | 15%[44.1 µM]
CCc1noc(-c2ccn3c(CNC(=O)c4ccc(C)c(C)c4)nnc3c2)n1 | ?
CCOc1ccc(C(=O)N2CCC[C@H]2c2nc(-c3ccccc3Cl)no2)cc1 | 5%
COc1ccc2c(c1)c(CN1CCCC(c3[nH]ccc3C(N)=O)C1)cn2C (configuration not stated) | ?
NC1(Cc2cc(COc3ccccc3)on2)COC1 | -17%[44.1 µM]
COc1cccc(N2C(=O)NC(=NC3CCCCC3)C23CCN(C(=O)c2ccccc2F)C3)c1 (configuration not stated) | -15%&-17%
CC(C)CCNC(=O)N1CCC2(CC1)CC(N(Cc1ccc(F)cc1)C1CC1)CCO2 (configuration not stated) | ?
CC(C)NC(=O)N(C1CC1)C1CCOC2(CCN(C(=O)c3ccc4nc[nH]c4c3)CC2)C1 (configuration not stated) | 35%[activator]
Cc1ccc(N2C(=O)CS(=O)(=O)C23C(=O)Nc2ccccc23)cc1C (configuration not stated) | 2%
COC(=O)c1cn([C@H]2CO[C@H]3[C@@H]2OC[C@@H]3NCc2ccco2)nn1 | -4%[44.1 µM]
O=C(NCc1ccc2c(c1)CCN2C(=O)c1ccncc1)c1cccc(Cl)c1 | 44%[activator]
Cc1ccccc1NC(=O)Cn1c(=O)n(Cc2ccc3c(c2)OCO3)c(=O)c2ccc(C(=O)NC3CCCCC3)cc21 | ?
O=c1c(-c2cc(-c3ccccc3)nc3c2COc2ccc(Cl)cc2-3)coc2ccccc12 | 14%
C#CCNC(=O)CC[C@H]1CNC(=O)[C@@H]2[C@@H](CCN2Cc2ccc(C(F)(F)F)cc2)N1C | 15%
CCn1c(=O)c2cc(C(=O)NC3CCC(C)CC3)sc2c2ccccc21 (configuration not stated) | ?
COc1ccc(-c2noc(-c3ccc(NCc4cccnc4)c([N+](=O)[O-])c3)n2)cc1 | 53%[activator]
COc1cc(F)ccc1-c1cc2c(ccn2CC2CCN(C)CC2)c(N2CCOCC2)n1 | ?
Cc1ccccc1N1CCN(C(=O)c2ccc3c(c2)N(C)C2CCCCCN2C3=O)CC1 (configuration not stated) | ?
CN1C[C@@H](NS(=O)(=O)Cc2ccccc2)C[C@H]1c1nc(Cc2ccccc2)no1 | i
N#Cc1ccc(C(=O)N2CC[C@@H](CC(=O)O)[C@@H](CC3=NCCc4ccccc43)C2)cc1 | i
O=C(Nc1cccc(C(F)(F)F)c1)c1cnc2c(c1)N(Cc1ccccc1)CCC2 | -18%[44.1 µM]
Cc1nnnn1Cc1ccc(C(=O)N2CCc3nc(-c4cn[nH]c4)[nH]c3C2)cc1 | 6%

Arranged by number of heavy atoms (smallest number first): part of the list above
SMILES | Pf Dd2 growth
CCn1c(=O)c2cc(C(=O)NC3CCC(C)CC3)sc2c2ccccc21 (configuration not stated) | ?
CCOc1ccc(C(=O)N2CCC[C@H]2c2nc(-c3ccccc3Cl)no2)cc1 | 5%
C#CCNC(=O)CC[C@H]1CNC(=O)[C@@H]2[C@@H](CCN2Cc2ccc(C(F)(F)F)cc2)N1C | 15%

Following part.
SMILES | Pf Dd2 growth
FC(F)(F)c1ccc(CN2CCC3(CC2)CC(c2cccc(C(F)(F)F)c2)=NO3)cc1 | -3%
O=C(NC1CCCN(c2cc(-c3ccccc3)[nH]n2)C1)c1ccsc1 (configuration not stated) | ?
CCS(=O)(=O)NCC1(COc2cccc(C)n2)C[C@@H](O)[C@@H](O)C1 (some centres not stated) | 20%[44.1 µM]
COc1cccc(C(=O)NCc2nnc3ccc(-c4ccc(C)cc4)nn23)c1OC | i
Cc1ncccc1C(=O)N1CCC2(CC1)NCCc1c2[nH]c2ccccc12 | ?
Cc1cc(C)c(S(=O)(=O)NCCc2cc3ccc(C)c(C)c3[nH]c2=O)c(C)c1 | 9%
N#Cc1cccc(C(=O)Nc2ccc([C@H]3OCC(=O)N(Cc4ccccc4)[C@@H]3CO)cc2)c1 | -6%
Cc1cccc(NC(=O)COc2ccc(-c3nn(C)c(=O)c4ccccc34)cc2)c1 | i
CCn1c(-c2ccccc2)nn(CC(=O)NCc2noc(-c3ccco3)n2)c1=O | 1%
CSCC(=O)N1CCCC(CCc2cccc(F)c2)C1 (configuration not stated) | -20%
CCc1ccc(NC(=O)C2CCN(C(=O)N3CC(CC)Oc4ccccc43)CC2)cc1 (configuration not stated) | ?
COCCN1CC2(CCCN(c3cc(C)c4ccccc4n3)C2)CCC1=O (configuration not stated) | -8%
CCN(CC)S(=O)(=O)c1ccc(OC)c(NC(=O)c2sc3ccccc3c2Cl)c1 | 29%
CNc1nccc(N2CCC(CC(=O)NCCN3CCOCC3)CC2)n1 | 8%
CN(C)C[C@@H]1CN(c2ncccn2)C[C@H]1NC(=O)COc1ccc(Cl)cc1 | ?
Cc1cccc(OCc2ccc(-c3nc(C#N)c(N4CCC(C(N)=O)CC4)o3)o2)c1 | -21%
O=C(Cn1c(SCc2ccc(F)cc2)nc2cccnc21)Nc1ccccc1F | ?
Cc1cccc(C(=O)N2CCCC(c3noc(COc4ccccc4)n3)C2)c1 (configuration not stated) | 2%
CCc1ccc(Nc2nc(-c3ccccc3F)no2)cc1 | i
Cc1cccc(NC(=O)CC2Nc3cccc4cccc(c34)NC2=O)c1 (configuration not stated) | 21%
CC(C)c1ccc(CC(=O)N2CCCc3ncc(C(=O)NCc4cccc(F)c4)cc32)cc1 | i
O=C1NC2(CCN(C(=O)c3ccc(F)cc3)CC2)COc2ccccc21 | -12%
COc1cc(CN2CCN(c3ccc(C#N)cn3)CC2CCO)cc(OC)c1 (configuration not stated) | -23%
CCc1ccc(-n2c(SCC(=O)NC(C)CC)nc3n[nH]c(C)c3c2=N)cc1 (configuration not stated) | ?
CCCCc1ccc(NC(=O)CN2C(=O)NC3(CCCCC3)C2=O)cc1 | 0%

Next structures.
SMILES | Pf Dd2 growth
COc1ccc(-c2cccc3c2CCNC3)cc1OC | 11µM*
O=C(Cc1cccc(F)c1)N1CCC(n2cc(-c3nc(-c4ccccc4)no3)nn2)CC1 | i
O=C(N1CCC2(CC1)NCc1ccccc1-n1ccnc12)C1(c2ccccc2)CC1 | i[5.79 µM]
Cc1cc2nc3n(c(=O)c2n1CC(=O)Nc1cccc(C#N)c1)CCCC3 | ?
CN(CC1CCOC1)C(=O)Cc1ccccc1 (configuration not stated) | i[5.79 µM]
Cc1cc(C)cc(N2C(=O)CSC23C(=O)N(CC(=O)Nc2ccc(F)cc2F)c2ccccc23)c1 (configuration not stated) | 10µM*
CCCS(=O)(=O)N1C[C@@H]2C[C@H](C1)c1c(-c3ccc(Cl)cc3)ccc(=O)n1C2 | ?
Cc1ccccc1C(=O)N1CCCN(c2nnc3ccc(Cl)cn23)CC1 | i
O=C([C@@H]1C[C@H](Oc2ccccc2)CN1C(=O)COc1ccccc1)N1CCOCC1 | ?
CCC1(N2CCN(C(=O)Nc3ccc(Cl)cc3C)CC2)CCN(C(=O)NC)C1 (configuration not stated) | ?
c1ccc(-n2cc(CN3CCCCC3c3ccccn3)nn2)cc1 (configuration not stated) | -11%
CC1=C[C@@H](CC#N)[C@H](C(C)C)C[C@H]1CC(=O)NC1CCCCC1 | ?
CCOc1ccc(Nc2oc(/C=C/c3cccc(OC)c3)nc2C#N)cc1 | -5%
CCC(=O)N1c2ccccc2CC1C(=O)NCCc1ccc(SC)cc1 (configuration not stated) | 41%[activator]
CCC1=C(C(=O)OC)C(c2cc(OC)ccc2OC)N2C(CC(=O)NC3CC3)=CSC2=N1 (configuration not stated) | i
CCOCCOC1CCN(C(=O)c2ccc(F)cc2)CC1 | 27%
COc1ccccc1NC(=O)CSc1oc(-c2ccccc2)nc1S(=O)(=O)c1ccccc1 | ?
O=S(=O)(c1ccc(Br)cc1)c1nnn2c1nc(NC1CCCCCC1)c1sccc12 | ?
Cc1ccc(C(=O)Nc2nnc(S(=O)(=O)N(C)Cc3ccco3)s2)cc1 | 25%
CN(C)C[C@@H]1CN(c2ccncn2)C[C@H]1NC(=O)c1ccco1 | 55%[activator]
COc1cccc([S+](=O)([O-])N2CCC(N3CCOC3=O)CC2)c1 | 10%
CCc1ccc(OCC(=O)Nc2c(C(=O)c3ccc(Br)cc3)oc3ccccc23)cc1 | 27%
CS(=O)(=O)N1CCc2ccc(C(=O)NCc3ccc(N4CCCCC4)cc3)cc21 | -32%
CC(=O)NC1CC2(CCN(C(=O)c3ccccc3)CC2)c2ccccc21 (configuration not stated) | 7%
O=C(c1cc2n(n1)CCCN(Cc1ccccc1)C2)N1CC(n2cccn2)C1 | -4%
CC(C)(C)c1ccc(-c2nc(SCC(=O)Nc3ccc(Cl)cc3)[nH]c(=O)c2C#N)cc1 | -26%
CCOC(=O)N1CCN(C(=O)c2ccc3c(c2)N(Cc2ccccc2F)C(=O)c2ccccc2S3=O)CC1 (configuration not stated) | i
Cc1ccc(CC(=O)Nc2ccc3c(c2)N(C)C(=O)c2ccccc2S3)cc1 | ?
O=c1cc(CSc2ccccc2)[nH]c2ccc(F)cc12 | ?
O=C(NC1C[C@H]2CC[C@@H](C1)N2S(=O)(=O)c1cccs1)c1ccncc1 (some centres not stated) | -8%

An excerpt (hit frequency here may not be typical).
